p97 inhibitor – human p97 ATPase inhibition; recombinant p97 ATPase, Kinase-Glo ATP luminescence, 3 h; inhibition, % at 8 µM; hit rate 0.42% among 220,000; P55072; in the data active = inhibition above about 15%;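 note: 0% = DMSO vehicle and 100% = wells lacking enzyme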
Target sequence (P55072 whole entry, looked up): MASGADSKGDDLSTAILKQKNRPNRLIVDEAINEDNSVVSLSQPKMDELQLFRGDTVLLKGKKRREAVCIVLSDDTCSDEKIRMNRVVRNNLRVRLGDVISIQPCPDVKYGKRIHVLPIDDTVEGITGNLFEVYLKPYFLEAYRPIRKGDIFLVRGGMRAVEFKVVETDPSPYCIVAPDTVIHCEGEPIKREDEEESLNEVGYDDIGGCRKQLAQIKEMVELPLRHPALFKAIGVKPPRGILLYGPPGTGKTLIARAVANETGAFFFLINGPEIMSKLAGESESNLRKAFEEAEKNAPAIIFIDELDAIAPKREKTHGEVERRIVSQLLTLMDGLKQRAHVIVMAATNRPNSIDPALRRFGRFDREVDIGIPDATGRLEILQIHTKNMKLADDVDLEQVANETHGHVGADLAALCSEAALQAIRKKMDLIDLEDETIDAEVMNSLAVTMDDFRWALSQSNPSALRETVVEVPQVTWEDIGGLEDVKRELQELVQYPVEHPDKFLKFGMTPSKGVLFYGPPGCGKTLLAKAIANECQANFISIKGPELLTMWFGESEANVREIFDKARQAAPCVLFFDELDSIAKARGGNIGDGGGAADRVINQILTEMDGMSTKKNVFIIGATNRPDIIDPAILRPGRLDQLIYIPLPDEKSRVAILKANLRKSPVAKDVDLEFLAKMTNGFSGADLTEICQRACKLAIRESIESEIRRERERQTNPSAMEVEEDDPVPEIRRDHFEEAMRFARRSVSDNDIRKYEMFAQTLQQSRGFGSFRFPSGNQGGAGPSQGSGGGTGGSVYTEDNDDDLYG
BaF3 parental – reduces parental Ba/F3 cell viability, JAK2V617F counter-screen; CellTiter-Glo ATP luminescence; inhibition, % at 5.6 µM; hit rate 1.1% among 220,000; AID 1486;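 active = inhibition above a per-campaign cutoff, the mean inhibition of all tested compounds plus 3 SD, cut at about 27% in these data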;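 note: 0% = DMSO wells and 100% = JAK Inhibitor I control wells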
NCF1 inh – p47phox (human) inhibition | p47phox/p22phox peptide binding, fluorescence polarization, 2 h | hit rate 0.53% among 220,000 | inhibition, % at 24.7 µM | AID 1274 | P14598;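 active = inhibition above about 30%, limit read from the data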;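 note: 0% = p47phox with labelled peptide and 100% = labelled peptide alone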
PPC-1+TRAIL kill – PPC-1 cancer cell killing with TRAIL present; PPC-1 cells + TRAIL, ATPLite viability luminescence; cell killing (% activity), % at 4 µM; hit rate 0.41% among 220,000;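 active = cell killing above 50% in the first pass at 4 µM, then a duplicate retest at 5 µM averaging 50% or more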;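 note: plate controls were cells with TRAIL plus DMSO for no effect and medium-only wells lacking cells for full effect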
EP2 antag – blocks the human prostaglandin E2 receptor EP2. P43116. inhibition, % at 25 µM. hit rate 0.52% among 260,000. AID 1422. C6 glioma cells expressing human EP2, cAMP TR-FRET; cells stimulated with saturating PGE2;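 active = percent inhibition above 40 after rounding to a whole number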;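 note: rat C6 glioma host cells with rolipram phosphodiesterase inhibitor present; the protocol text gives 20 µM as final concentration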
Furin inh – inhibitors of human furin; P09958; hit rate 0.061% among 220,000; inhibition, % at 30 µM; purified furin, fluorogenic substrate cleavage; in the data active = inhibition above about 25%; note: inactives centre near -15
TbHK1 inh – blocks Trypanosoma brucei hexokinase 1 activity; recombinant TbHK1, G6PDH-coupled NADH A340; inhibition, % at 10 µM; hit rate 0.11% among 220,000; AID 1430;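 active = inhibition of 50% or more in the single-dose primary screen; inactive = inhibition below 50%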
Ba/F3 V617F tox – loss of viability in JAK2V617F-driven Ba/F3 cells | Ba/F3 EpoR-JAK2V617F viability, ATP luminescence | inhibition, % at 5.6 µM | hit rate 1.1% among 220,000 | AID 1446;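 active = inhibition above the campaign mean plus 3 SD over all tested compounds, cut at about 24% in these data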;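 note: cytokine-independent growth of Ba/F3 cells driven by EpoR plus mutant JAK2; 0% = DMSO-treated cells and 100% = JAK inhibitor I control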
RBBP9 inh – inhibitors of human serine hydrolase RBBP9; O75884; recombinant RBBP9, FP-Rh probe fluorescence polarization; inhibition, % at 7.94 µM; hit rate 0.2% among 220,000; AID 1515;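 active = inhibition above the campaign mean of all tested compounds plus 3 SD, cut at about 14% in these data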;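 note: plate controls were DMSO wells with RBBP9 for no effect and wells lacking RBBP9 protein for full effect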
Target sequence (O75884 whole entry, looked up): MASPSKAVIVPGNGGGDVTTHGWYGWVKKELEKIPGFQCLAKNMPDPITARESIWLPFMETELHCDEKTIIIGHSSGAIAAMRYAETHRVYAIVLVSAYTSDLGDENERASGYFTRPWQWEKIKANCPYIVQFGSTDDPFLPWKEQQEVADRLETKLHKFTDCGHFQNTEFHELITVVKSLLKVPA
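Assay system: recombinant human RBBP9; Reagent: Serine-hydrolase probe FP-Rh, 375 nM pre-mixing; Doses: 7.94 µM single dose, 0.794% DMSO; Incubation: 30 min then 45 min, 25 °C; Detection: fluorescence polarization (mP), excitation 525 nm, emission 598 nm; Evaluation: percent inhibition from mP, scaled between DMSO and no-protein wells.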
The depositor's hits bear a star; / = no result given; & = joins results of further samples; [ ] = dose if it differs, or a comment. The list is partial; rates above refer to the full screens.

Compound	p97 inhibitor	BaF3 parental	NCF1 inh	PPC-1+TRAIL kill	EP2 antag	Furin inh	TbHK1 inh	Ba/F3 V617F tox	RBBP9 inh
CC(C)C(=O)NC(c1cccs1)c1cc([N+](=O)[O-])c2cccnc2c1O (stereo unspecified)	3	8	-9	7	7	-6	9	3	0
COc1ccc(C(=O)OCC(=O)Nc2cc(C)on2)c(OC)c1OC	-3	4	5	-5	10	-13	5	4	-10
COc1ccc(NC(=S)N/C(=N/S(=O)(=O)c2ccc(C)cc2)c2ccccc2)cc1	2	12	-3	0	-1	-29	-12	3	-4
CN1C(=O)/C(=C2/C=Cc3ccccc3N2CCCS(=O)(=O)O)SC1=S	-9	6	-39	48	7	0	-15	1	-6
COc1ccc(OC)c(NC(=O)C2C(C(=O)O)C3(Cl)C(Cl)=C(Cl)C2(Cl)C3(Cl)Cl)c1 (stereo unspecified)	1	4	11	11	10	2	0	-2	-6
COCCN1CN=C(Nc2nc3ccccc3s2)NC1	1	3	-6	27	12	-18	-6	2	-6
C(=C\c1ccc(/C=C/c2ccccc2)nn1)/c1ccccc1	-4	5	-5	8	7	0	-10	-1	-12
COc1ccc(NC(=O)N[C@@H](CCSC)C(=O)O)cc1Cl	9	2	-13	0	19	-18	11	-3	0
CC(C)C(OC(=O)C1CCCO1)C(=O)NC1CCCC1 (stereo unspecified)	6	1	-12	6	8&2	-16	3	0	1
S=C(c1ccccc1)N1CCN(C(=S)c2ccccc2)CC1	3	5	-4	5	5	-26	-2	-1	-2
CC1(C)CC(=O)C2=C(C1)N(c1ccc(F)cc1)C(=O)CC2c1cccnc1 (stereo unspecified)	1	4	-2	19	9	-17	7	-1	-4
COc1ccc(/C=C/C(=O)C2(O)CCCCC2)cc1OC	2	2	9	-2	4	3	-27	3	-1
COC(=O)[C@H]1C[C@@H]1[C@H](NS(=O)(=O)c1ccc2ccccc2c1)c1ccccc1	8	4	-2	2	4	-14	-1	1	-6
C[C@@H]1CC=C[C@H]2[C@H]1C(=O)N(Cc1ccccc1)[C@H]2c1ccc(-c2ccc(F)cc2)cc1F	/	/	-10	13	14	16	12	/	/
CC(=O)N(Cc1cc2cc(C)c(C)cc2n2nnnc12)CC1COCCO1 (stereo unspecified)	-2	2	3	11	6	-24	-4	0	-8
CCn1c(CCNC(=O)c2cccs2)nnc1SCC(=O)Nc1ccc(Cl)cc1	-4	4	-3	18	4	-17[20 µM]	0	0	-10
CC(=O)NC1C(=O)N=C(SCC(=O)NCc2ccccc2)NC1=O (stereo unspecified)	2	6	-3	11	9	-12[20 µM]	6	0	-6
CC1CC(=O)Nc2ccccc2N1C(=O)Nc1ccccc1 (stereo unspecified)	4	0	-10	6	11	-16	8	-3	-3
COC(=O)c1nnn(-c2nonc2N)c1CSc1nc2ccccc2s1	-3	0	-12	24	9	-22[20 µM]	-3	0	-10
CNC(=O)/C(=C\c1ccc2c(c1)OCO2)NC(=O)c1ccc(Br)cc1	-2	7	4	17	5	0	-18	4	-1
O=C1C2C3C=CC(C3)C2C(=O)N1c1ccc2c(c1)CCC2 (stereo unspecified)	5	4	-3	5	1	-20	6	-1	-13
O=C(Nc1nc2ccccc2s1)c1ccc(Cl)s1	-6	10	3	35	15	-27	-27	-1	2
CC1=C(C)CC(C(=O)NCCc2ccccc2)C(C(=O)O)C1 (stereo unspecified)	-1	2	-11	1	4	-11[20 µM]	-7	-1	10
CCOc1c(CNCCNC(=O)c2nonc2N)cccc1OC	5	5	3	1	7	2	2	1	2
O=C(COc1ccc(Cl)cc1Cl)NNC(=S)Nc1ccc(F)cc1	-1	3	-9	-19	10	-7[20 µM]	9	-2	-3
NC(=O)N=Nc1c(O)[nH]c2ccc([N+](=O)[O-])cc12	5	0	-9	14	12	-5	-42	-4	-12
CCSCCOC(=O)C1=C(C)NC(=O)NC1c1cc(OC)ccc1OC (stereo unspecified)	-4	-1	-4	-25	17	-8	4	-1	-2
O=C(/C=C/c1ccc(Br)cc1)NC(=S)Nc1ccc(S(=O)(=O)Nc2nccs2)cc1	9	3	-32	13	26	-12	-26	-3	-12
O=[N+]([O-])c1ccc(-n2nnnc2-c2ccccc2)c([N+](=O)[O-])c1	7	30*	-13	18	12	-15	20	69*	-4
CCOC(=O)CSc1nnc(Cn2nnc3ccccc32)n1-c1ccc(F)cc1	2	3	-4	3	1	-27	0	-4	-1
O=C(CSCSCC(=O)Nc1ccc2c(c1)OCO2)Nc1ccc2c(c1)OCO2	3	-3	-2	17	4	-21	2	-4	-11
O=C(CCCC(=O)N(c1ccc2c(c1)OCCO2)C(C(=O)NC1CCCCC1)c1ccc(Cl)cc1)Nc1ccccn1 (stereo unspecified)	-4	4	-6	16	1	-23	-9	2	0
CN1CCCN(C(=O)c2cc(-c3cccc4ccccc34)nc3ccccc23)CC1	-2	2	-7	15	4	-6	-15	2	-5
CCCCn1c(/C=C/c2ccco2)nc2ccccc21	1	9	-48	2	9	11	-21	4	0
COc1cccc(CNC(=O)CCN2C(=S)NC(C)(C)CC2C)c1 (stereo unspecified)	2	8	-3	-3	0	-39	-2	-1	5
COc1ccc(/C=N/NC(=O)c2ccn[nH]2)cc1CN1CCOCC1	6	-4	-2	4	2	-9	-37	1	-7
CCOC(=O)C1C(=O)C(C(C)=O)C(=O)CC1CC(C)SCC (stereo unspecified)	-2	3	0	14	4	-14[20 µM]	-2	-3	0
Cc1nnc(NC(=O)c2ccncc2)s1	-4	-2	10	15	20	-9[20 µM]	-19	-3	8
CCOC(=O)C1CCN(C(=O)CC(C)c2ccccc2)CC1 (stereo unspecified)	1	0	0	16	15	13[20 µM]	-4	-5	0
CCCC(C)C(=O)OCC(=O)Nc1ccc(Br)cc1 (stereo unspecified)	-1	2	-5	-7	4	-21	1	0	-6
CCCSc1nc2cc(OC)c(OC)cc2c(=N)n1CCCN1CCOCC1	3	3	-8	26	3	-16	-6	1	-4
Cn1ncc2cc(NC(N)=S)ccc21	3	0	-4	0	6	-27	1	-2	-3
CC(C)Oc1cccc(C(=O)C2CCCN(Cc3cnc(N4CCCC4)s3)C2)c1 (stereo unspecified)	-7	13	-6	2	5	-9	-5	2	-4
CNC(=O)C(=O)N/N=C/c1ccccn1	-4	6	5	/	2	-8	-2	1	-4
COc1ccc(NC(=O)CCCn2c(=O)c3sccc3n(Cc3ccccc3)c2=O)cc1	2	0	2	6	9	-19	-5	2	-6

Sorted by SMILES length (high to low): some entries from above
Compound	p97 inhibitor	BaF3 parental	NCF1 inh	PPC-1+TRAIL kill	EP2 antag	Furin inh	TbHK1 inh	Ba/F3 V617F tox	RBBP9 inh
O=C(CCCC(=O)N(c1ccc2c(c1)OCCO2)C(C(=O)NC1CCCCC1)c1ccc(Cl)cc1)Nc1ccccn1 (stereo unspecified)	-4	4	-6	16	1	-23	-9	2	0
COc1ccc(NC(=O)CCCn2c(=O)c3sccc3n(Cc3ccccc3)c2=O)cc1	2	0	2	6	9	-19	-5	2	-6
Cc1nnc(NC(=O)c2ccncc2)s1	-4	-2	10	15	20	-9[20 µM]	-19	-3	8

Further results follow:
Compound	p97 inhibitor	BaF3 parental	NCF1 inh	PPC-1+TRAIL kill	EP2 antag	Furin inh	TbHK1 inh	Ba/F3 V617F tox	RBBP9 inh
Nc1ccccc1C(=O)Nc1ccc(Cl)cc1Cl	1	1	-3	15	8	-19	-13	-3	-6
N#Cc1nc(COc2ccccc2)oc1N1CCN(c2cccc(Cl)c2)CC1	1	1	-9	26	16	-16[20 µM]	-9	-3	0
CC(/C=N\NC(=O)CN1CCN(Cc2ccccc2)CC1)=C\c1ccco1	-2	4	-12	11	4	8	-68	0	-3
Cc1nc2ccccc2c(=O)n1CCN1CCOCC1	2	3	-10	17	10	-15[20 µM]	7	-2	-6
O=C(CCC(=O)N1CCN(S(=O)(=O)c2ccc(Cl)cc2)CC1)Nc1ccc(Cl)cc1Cl	-6	11	-7	23	10	-6	-8	5	-1
Cn1cc(CN2CCC(C(O)c3cccs3)CC2)c(-c2ccccc2F)n1 (stereo unspecified)	-1	-3	-8	13	11	7	-1	1	-4
O=C(CN1CCCC1)Nc1ccc([N+](=O)[O-])cc1	6	6	3	-4	10	-12	-21	0	-4
COc1ccc(N2C(=O)C3C4C=CC(c5ccccc5)(C3C2=O)C2C(=O)N(c3ccc(OC)cc3)C(=O)C42)cc1 (stereo unspecified)	2	5	-16	9	5	-18	-9	1	-2
Cc1ccc(NC(=O)N(Cc2cc3cc(C)cc(C)c3[nH]c2=O)CC2COCCO2)cc1 (stereo unspecified)	3	1	-6	4	22&9	4	-5	-3	-9
CS(=O)(=O)N1CCCC(C(=O)NC2CCCCCCC2)C1 (stereo unspecified)	2	0	-11	16	8	-9	-7	-1	-8
COc1ccc(-c2nc3ncccn3c2Nc2ccccc2)cc1	6	2	-5	22	16	-23	-5	-2	4
COc1ccccc1OCCOCCOc1c(C)cc(C)cc1Br	-4	12	-11	-6	9	-3	31	5	-4
CCC(C)(C)n1nnnc1C(c1ccccn1)N1CCN(c2cccc(OC)c2)CC1 (stereo unspecified)	-2	-2	-18	42	18&6	-17[20 µM]	1	-1	5
CN1CCc2c(sc(N)c2C(=O)O)C1	0	12	-4	-10	10	-25	1	6	2
O=C(Nc1ccc(N2CCOCC2)nc1)c1ccc(C(F)(F)F)cc1	2	0	-10	-2	4	-13	-4	-3	0
O=C1COc2ccc(C(=O)COC(=O)CNC(=O)C3CCCCC3)cc2N1	5	3	-3	11	3	-38	-2	3	-1
O=C(NC1CC1)c1ccc2c(c1)ncn2C1CCCC1	0	2	-13	25	10	-19	1	2	-3
Cc1ccc(C(=O)CSC2=C(C#N)C(c3ccco3)C3=C(CCCC3=O)N2)cc1 (stereo unspecified)	7	4	-15	4	7	-16	-7	1	-4
Cc1nc2cc(-c3ccccc3)ccc2o1	9	4	-13	-8	10	-22	-3	-2	-7
O=C(CCC(=O)N(CC(=O)NC1CCCC1)Cc1ccc2c(c1)OCO2)Nc1ccccn1	-6	0	-1	18	16	-15	3	3	-7
O=[N+]([O-])c1cc(C(F)(F)F)ccc1NCCCCNS(=O)(=O)c1ccc(Cl)cc1	2	-1	-3	-18	7	-12	25	-5	-2
Cc1cc2ncn(C(=O)N3CCCC3)c2cc1C	1	2	-7	15	2	-21[20 µM]	-3	-1	3
O=[N+]([O-])c1cc(Cl)ccc1N1CCCC1	3	5	-21	9	9	-24	-3	-2	-9
CCCCNC(=O)C(Sc1ccccc1)c1ccccc1 (stereo unspecified)	2	4	-1	14	5	-17	17	-1	-8
COC(=O)c1[nH]c2ccccc2c1NC(=O)CN1CCN(Cc2ccc3c(c2)OCO3)CC1	5	3	-30	35	9	-14	-9	-2	-8
Cc1ccc(C)c(N(C)C(=O)COc2cc(=O)n(C)c3ccccc23)c1	-3	8	-4	10	8	-16	-5	-2	-2
CCOc1nc(NCCO)nc(Nc2cc(Cl)ccc2OC)n1	3	1	-14	9	5	-23	2	-1	0
COc1ccccc1-n1c(C)nnc1SCC(N)=O	1	2	-13	22	6	-19[20 µM]	-5	-1	-8
CCOC(=O)C1C(c2ccc(OC)cc2)N(C)OC1(O)C(F)(F)F (stereo unspecified)	-3	6	-1	-12	3	-6	5	4	-9
O=C(O)C(C(=O)/C=C/c1ccco1)=C1SCCS1	-6	7	-8	-33	0	11[20 µM]	-30	4	-5

Compound activity from PubChem BioAssay.
